Diaphorase act = counter-screen for diaphorase-based assays: diaphorase activators and chemical reducers | Diaphorase/resazurin coupled assay, resorufin fluorescence, 16 min; stronger effect = higher value; 1 = vehicle wells, 0 = NADH-free wells | AID 1229 | activation factor at 20 µM | 190,000 compounds, 0.005% hits;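 active = diaphorase activity raised at least twofold by the compound at 20 µM; inactive = activation factor below 2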
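Material: purified diaphorase enzyme from Clostridium kluyveri; Also added: 0.114 mM NADH and 0.1 mM resazurin, final amounts; Doses: single compound dose of 20 µM, 1% DMSO final; Times: 16 min enzyme reaction, ambient temperature; Detection: resorufin fluorescence, excitation 544 nm, emission 590 nm; Measure: increased resorufin signal from activators or reducing compounds.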
TNAP act hi DEA = TNAP (human) activation, high acceptor | P05186 | purified TNAP, CDP-star luminescence, 1 M DEA, 30 min; stronger effect = higher value; 0 = EDTA background, 1 = DMSO-only activity | activation factor at 20 µM | 200,000 tested, under 10 active | AID 1136;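 active = activation factor at least 2 at 20 µM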
Target sequence (P05186 whole entry, looked up): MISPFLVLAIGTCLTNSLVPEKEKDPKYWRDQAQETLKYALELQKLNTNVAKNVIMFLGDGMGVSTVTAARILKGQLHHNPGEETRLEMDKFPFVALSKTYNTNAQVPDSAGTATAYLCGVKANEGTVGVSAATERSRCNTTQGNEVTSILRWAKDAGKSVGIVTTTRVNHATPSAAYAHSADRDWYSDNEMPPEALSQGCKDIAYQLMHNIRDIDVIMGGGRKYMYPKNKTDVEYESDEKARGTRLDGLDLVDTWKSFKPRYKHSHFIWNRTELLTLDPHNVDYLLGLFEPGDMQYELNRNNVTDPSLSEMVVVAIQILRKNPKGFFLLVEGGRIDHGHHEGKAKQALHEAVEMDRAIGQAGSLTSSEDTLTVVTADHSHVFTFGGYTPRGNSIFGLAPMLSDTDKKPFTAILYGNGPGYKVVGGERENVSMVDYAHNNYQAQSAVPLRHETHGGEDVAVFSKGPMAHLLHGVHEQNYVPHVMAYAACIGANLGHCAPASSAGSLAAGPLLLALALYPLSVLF
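Assay system: human TNAP; Input: enzyme diluted 1/800 final; Reagent: CDP-star luminogenic substrate at 100 µM final; Timing: 30 min, room temperature; Signal: luminescence; Evaluation: TNAP activation factor scaled between EDTA and DMSO control wells.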
L major viab = Leishmania major promastigote growth inhibition. Leishmania major promastigotes, resazurin fluorescence viability. inhibition, % at 10 µM. 200,000 compounds, 9% hits. AID 1063; in the data active = inhibition above about 50%;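 also: promastigotes grown with compound for 44 hours at 28 °C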
bIAP activator = increases bovine intestinal alkaline phosphatase activity. purified bovine IAP, CDP-star luminescence, 30 min; stronger effect = higher value; fold of DMSO-control signal, blank-subtracted. activation factor at 20 µM. 200,000 compounds, 0.17% hits. AID 1016;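 active = activation factor of 2 or more at 20 µM, a signal rise over negative controls twice the positive control's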
PMI activator = activators of human phosphomannose isomerase | P34949 | purified human PMI, coupled resazurin fluorescence, 20 min; stronger effect = higher value; 1 = vehicle control, 0 substrate-free wells | activation factor at 20 µM | 190,000 compounds, 0.005% hits;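 active = activation factor of 2 or more at 20 µM, relative to plate controls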
Target sequence (P34949 whole entry, looked up): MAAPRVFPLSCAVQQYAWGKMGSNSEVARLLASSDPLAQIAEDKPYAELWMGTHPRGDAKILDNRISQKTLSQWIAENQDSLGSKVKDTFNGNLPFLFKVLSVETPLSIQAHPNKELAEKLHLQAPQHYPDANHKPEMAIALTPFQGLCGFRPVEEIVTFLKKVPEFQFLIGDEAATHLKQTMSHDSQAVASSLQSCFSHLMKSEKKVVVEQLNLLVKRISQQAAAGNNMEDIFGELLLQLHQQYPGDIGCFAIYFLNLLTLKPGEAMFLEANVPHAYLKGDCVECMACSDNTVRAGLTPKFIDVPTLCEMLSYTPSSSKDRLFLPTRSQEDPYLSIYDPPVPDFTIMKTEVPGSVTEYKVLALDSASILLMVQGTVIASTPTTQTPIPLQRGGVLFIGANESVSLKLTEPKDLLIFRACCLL
Diaph inh CS = counter-screen for diaphorase-based assays: diaphorase inhibitors and chemical oxidizers; inhibition, % at 20 µM; diaphorase resazurin-to-resorufin fluorescence, NADH, 16 min; bacterial (C. kluyveri) enzyme, not human; 190,000 compounds, 0.69% hits;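 active = primary screen inhibition at 20 µM above a set limit, cut at about 50% in these data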;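 also: plate controls were DMSO with full reaction for no effect and wells lacking NADH for full effect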
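Assay system: diaphorase enzyme from Clostridium kluyveri. Quantity: enzyme working solution with 0.14 U/mL diaphorase. Schedule: reaction incubation of 16 min at room temperature. Technique: resorufin fluorescence, excitation 544 nm, emission 590 nm. Controls: No-NADH positive control and DMSO neutral control.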
PMI act hi M6P = increases human PMI activity with near-saturating mannose 6-phosphate; activation factor at 20 µM; 190,000 compounds, 0.34% hits; P34949; coupled PMI enzyme assay, resazurin fluorescence, 20 min; stronger effect = higher value; 1 = untreated enzyme, 0 = substrate-free blank;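 active = activation factor of 2 or more at 20 µM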
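assay system = human phosphomannose isomerase with PGI, G6PDH, diaphorase coupling enzymes | quantity = 15 ng/mL PMI | incubation = enzyme reaction with compound 20 min at room temperature | medium = HEPES pH 7.4 buffer with MgCl2 and Tween-20 | compound dosing = one concentration, 20 µM, in 1% DMSO | measured by = Diaphorase-driven resazurin-to-resorufin fluorescence, excitation 544, emission 590 nm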
bIAP inh = blocks bovine intestinal alkaline phosphatase activity. purified bovine IAP, CDP-star luminescence, 30 min. inhibition, % at 20 µM. 190,000 tested, under 10 active;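 active = over 50% inhibition of intestinal alkaline phosphatase at 20 µM in the single-dose screen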
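Incubation: 30 min reaction at room temperature / Material: purified bovine intestinal alkaline phosphatase (IAP) enzyme / Input: enzyme at 1/65,000,000 dilution / Dosing: 20 µM single dose / Signal: CDP-star luminescence signal / Reagent: CDP-star chemiluminescent phosphatase substrate, 30 µM final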
TNAP inh no acc = blocks human TNAP activity with no phosphate acceptor present; P05186; inhibition, % at 20 µM; purified TNAP, CDP-star luminescence, 30 min; 200,000 compounds, 0.26% hits;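 active = tissue-nonspecific alkaline phosphatase inhibition above about 50% at 20 µM in the single-dose screen, limit read from the data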;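 also: 0% = DMSO negative control and 100% = EDTA positive control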
TNAP inh hiacc = inhibitors of human TNAP at high phosphate acceptor concentration; P05186; purified TNAP, CDP-star luminescence, 1 M DEA; inhibition, % at 20 µM; 200,000 compounds, 0.03% hits;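 active = over 50% inhibition of tissue-nonspecific alkaline phosphatase at 20 µM in the single-dose screen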;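 also: plate controls were DMSO wells for no effect and EDTA-quenched wells as full inhibition for full effect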
* marks the source's active call; other numbers are inactive results; . = no result given.

SMILES	Diaphorase act	TNAP act hi DEA	L major viab	bIAP activator	PMI activator	Diaph inh CS	PMI act hi M6P	bIAP inh	TNAP inh no acc	TNAP inh hiacc
Cc1ccc(Cn2c(CN3CC(C)OC(C)C3)nc3c2c(=O)[nH]c(=O)n3C)cc1 (stereo unspecified)	0.9	1	3	0.9	1	8	1	5	-9	1
COCCNc1oc(-c2ccc(C)cc2)nc1C#N	0.9	1.1	-7	1	1	11	1.1	-1	-13	-7
COc1cc(/C=N/NC(=S)Nc2cccc(S(=O)(=O)N(C)C)c2)ccc1O	0.9	1.1	67*	0.5	1	13	1	.	0	-5
COc1ccc(C(=O)COC(=O)c2ccc(N(C)C)cc2)cc1	1	1	2	1	1	0	1.1	1	-8	-3
Cc1ccccc1NC(=O)C1C2CCCC1C2c1ccccc1 (stereo unspecified)	1.1	1.1	12	1	1.1	-10	1.1	0	10	-5
O=C(/C=C/c1ccccc1Cl)NCc1ccccc1	0.9	1	-6	1	0.9	6	0.9	5	-7	-1
COc1ccc2c(C(=O)CN3CCN(CCO)CC3)c[nH]c2c1	1	1	4	1.1	1	1	1	-7	-11	-4
O=C(c1cc(-c2ccccn2)nc2ccc(Br)cc12)N1CCN(S(=O)(=O)c2ccccc2)CC1	1.1	1.1	0	1.1	1	-10	1	-10	-1	-6
CCOc1ccccc1NC(=O)CN(c1ccc(C)cc1)S(=O)(=O)c1c(C)noc1C	0.9	1	9	1	0.9	14	0.9	-3	-8	-4
Cc1ccc(S(=O)(=O)NCC2CCC(C(=O)NCc3ccc4c(c3)OCO4)CC2)cc1 (stereo unspecified)	0.8	1	-3	0.7	0.9	15	1	32	-6	-4
C#CCOC(=O)C1C2C=CC(C2)C1C(=O)O (stereo unspecified)	0.8	1	-5	0.9	0.9	16	1	12	-9	-4
C=C(C)C1CC=C(C)/C(=N/NC(=O)c2ccccc2[N+](=O)[O-])C1 (stereo unspecified)	0.8	1.1	63*	0.9	1	17	1	12	-3	-6
CCOC(=O)c1cc(C#N)c(Oc2cccc(C(F)(F)F)c2)nc1-c1ccccc1	0.8	0.9	4	0.9	0.8	18	0.8	8	0	7
COc1ccc(CNC(=O)CSc2ccc(Br)cc2)cc1OC	1	1	4	1.1	0.9	4	0.9	-5	1	-3
CN(C(=O)c1cccnc1)c1nnc(-c2cccnc2)s1	0.9	1	-1	1	1	7	1	0	-14	-2
CCC(CC)C1C(C#N)=C(N)Oc2n[nH]c(C)c21 (stereo unspecified)	0.9	1.1	99*	1.2	0.9	12	1	-23	18	-7
O=C(NCc1ccco1)C1(c2ccccc2)CCCC1	0.9	1	-5	0.9	1	5	1	6	-12	-4
COc1ccccc1CC(=O)NC1CCCc2ccccc21 (stereo unspecified)	0.9	1.1	7	1	1	10	0.9	-3	-4	-6
COc1ccc(C2C=C(c3ccc(Br)cc3)Nc3nc(N4C(=O)CCC4=O)nn32)cc1 (stereo unspecified)	0.7	1.1	-14	1.2	1.2	25	1	-19	-7	-6
Cc1ccc(OP(=O)(Nc2c(C)n(C)n(-c3ccccc3)c2=O)Oc2ccc(C)cc2)cc1	0.9	1	69*	0.7	1	8	0.9	27	-11	2
Cn1c(=O)c2c(nc(SCc3cc4c(cc3Cl)OCO4)n2C)n(C)c1=O	0.8	1	.	1	1	18	1	2	-10	-3
CC(C)(C)NCC1(CO)SC(N)=NC1=O (stereo unspecified)	1	1.1	7	0.9	1.1	-3	1	9	-7	-12
O/N=C(\Cc1cscn1)c1ccc(O)cc1O	0.8	1.1	-7	0.9	1	19	1	10	-20	-7
Cc1ccc(C(=O)C(C)N2C(=O)NC(C)(c3ccccc3)C2=O)cc1 (stereo unspecified)	0.8	1	-6	1.2	0.9	15	0.9	-18	-8	-4
CSc1cccc(NC(=O)CN(c2cc(C)ccc2C)S(C)(=O)=O)c1	0.8	1	19	0.9	1	23	1	7	-12	-4
CCOC(=O)c1c(C)[nH]c(C(=O)OCC(=O)Nc2ccc(OCC)cc2)c1C	1	1	-4	1.1	1	-2	1	-9	-4	0
CCCc1ccc(OCc2ccc(C(=O)O)o2)c(OC)c1	0.9	1	-5	0.9	0.9	9	0.9	9	-6	1
COc1ccc(OC)c2[nH]c(=O)c(CCNC(=O)c3cccs3)cc12	0.9	1	11	1	0.9	7	0.7	1	-7	-4
CCN1/C(=C2/OC(=S)N(C)C2=O)Sc2ccccc21	0.9	1	3	1	0.9	14	0.9	1	-8	4
Cc1ccsc1/C=C(\C#N)C(=O)Nc1c(C)n(C)n(-c2ccccc2)c1=O	0.9	1.1	3	1	0.9	12	0.9	2	-8	-6

Reprinted at random: 4 entries already listed
SMILES	Diaphorase act	TNAP act hi DEA	L major viab	bIAP activator	PMI activator	Diaph inh CS	PMI act hi M6P	bIAP inh	TNAP inh no acc	TNAP inh hiacc
COc1ccccc1CC(=O)NC1CCCc2ccccc21 (stereo unspecified)	0.9	1.1	7	1	1	10	0.9	-3	-4	-6
COc1ccc(OC)c2[nH]c(=O)c(CCNC(=O)c3cccs3)cc12	0.9	1	11	1	0.9	7	0.7	1	-7	-4
Cn1c(=O)c2c(nc(SCc3cc4c(cc3Cl)OCO4)n2C)n(C)c1=O	0.8	1	.	1	1	18	1	2	-10	-3
O/N=C(\Cc1cscn1)c1ccc(O)cc1O	0.8	1.1	-7	0.9	1	19	1	10	-20	-7

Continuation:
SMILES	Diaphorase act	TNAP act hi DEA	L major viab	bIAP activator	PMI activator	Diaph inh CS	PMI act hi M6P	bIAP inh	TNAP inh no acc	TNAP inh hiacc
COc1ccccc1C(=O)NC(CCSC)C(=O)OCC(=O)NC(=O)NCc1ccco1 (stereo unspecified)	0.8	1	-4	0.9	1.2	16	1.1	10	-18	-5
NC(=O)C(CC(=O)O)NC(=O)[C@@H]1CCOc2c(I)cc([N+](=O)[O-])cc2C(=O)N[C@@H](CCC(=O)O)C(=O)N[C@@H](CO)C(=O)N1 (stereo partly specified)	0.9	1	-8	1.1	1.2	14	1.3	-11	-6	2
Cc1ccc2cc(CN(C(=O)c3ccco3)c3ccccc3)c(=O)[nH]c2c1	0.8	1.1	11	1	1	16	0.9	0	-4	-6
COc1ccc(C2OC34CCCCC3C(C#N)(C#N)C2(C#N)C(=N)O4)cc1 (stereo unspecified)	0.7	1	0	0.9	0.8	29	0.6	5	-5	-3
Cc1ccc(S(=O)(=O)N2CCOCC(=O)NCCOCCNC(=O)COCC2)cc1	0.9	1	-8	1	1.1	8	1	-2	-14	-5
CCCn1c(=O)c2c(nc(Br)n2CCC)n(C)c1=O	1	1	1	1.1	1	1	1	-6	-8	-3
Cc1nonc1NC(=O)CSc1ccc(-c2ccccc2)nn1	0.8	1	4	1	0.9	18	0.9	4	0	2
CCOc1cccc2cc(-c3csc(NC(=O)CCC(=O)NCCN4CCCCC4C)n3)c(=O)oc12 (stereo unspecified)	1	1	6	1	1	-4	1	0	-11	-4
CSc1ccc(S(=O)(=O)Nc2cccc(F)c2)cc1	0.7	1	-2	0.9	0.9	28	0.8	9	-16	-3
Cc1nc(CC(=O)c2c(C)cc(O)cc2O)cs1	1	1	-3	1	0.9	4	1	4	-7	-3
COCCCNS(=O)(=O)c1ccc2c(c1)OCCO2	0.8	1	-4	0.9	1.1	21	1.1	8	-9	-2
COC(=O)c1ccc(Cn2cc(Cl)cn2)cc1	0.9	1.1	-7	0.9	1.1	8	1	10	-12	-8
Cc1ccccc1C1CC(c2ccc(F)cc2)Nc2nc(N)nn21 (stereo unspecified)	0.8	1	-3	0.9	0.9	21	0.8	8	0	-1
O=C(O)Cn1cc(C(=S)N2CCCCC2)c2ccccc21	1	1	2	0.9	0.8	-2	1	14	-6	1
O=C(CCN1CCN(c2ccc(Cl)cc2)CC1)Nc1nccs1	0.9	1	-2	1	0.9	9	1	0	-4	-3
C#CCOCCOCCOCCNc1nc(N2CCN(C(=O)C([C@@H](C)CC)n3cc(C(N)Cc4ccc(O)cc4)nn3)CC2)nc(N2CCN(C(=O)[C@H](CCC(=O)O)n3cc(C(N)Cc4ccc(O)cc4)nn3)CC2)n1 (stereo partly specified)	0.9	1	0	1.2	1.1	12	1.1	-17	-8	-4
Cc1ccc(S(=O)(=O)Nc2ccc(-c3nnc(SCC#N)n3C)cc2)cc1	0.9	1.1	2	1	1	12	1	-5	-14	-7
CCN(CC)S(=O)(=O)c1ccc(C(=O)Nc2cc(C)cc(C)c2)cc1	0.9	1	9	0.9	0.9	9	0.9	9	-5	0
Nc1c(C(=O)c2ccc(Cl)cc2)oc2ccccc12	0.9	1	-4	0.9	1.2	12	1.1	11	-13	-2
COc1ccc(C2CC(C(F)(F)F)n3nc(C(=O)NCCCn4ccnc4)cc3N2)cc1OC (stereo unspecified)	0.9	1.1	-4	1.1	0.6	8	1	-5	-4	-8
Cc1ccc(S(=O)(=O)CCC(=O)Nc2ccc3nc(C)sc3c2)cc1	0.9	1	-2	0.9	0.8	14	0.8	12	-9	4
Cc1ccc(C)c(N2CCN(Cc3nnnn3C3CCCCC3)CC2)c1	0.8	1	17	1.2	0.9	21	1	-20	0	0
c1ccc(COn2nnc3ccccc32)c(COn2nnc3ccccc32)c1	0.8	1	87*	0.8	0.9	19	0.8	24	-8	-5
CC(=O)CC(C)(C)n1nnc(-c2ccccc2)n1	0.9	1.1	-5	0.9	1	8	1	12	-14	-7
COc1ccccc1NC(=S)Nc1cccc(F)c1	1	1	2	1.1	1.1	-3	0.9	-6	-1	1
CCOc1cc(C)ccc1OCc1nnc(SCC(=O)c2cccc([N+](=O)[O-])c2)n1CC	0.9	1	-3	0.9	1	8	1	8	-12	-3
COc1ccccc1-c1nnc(SC)n1C	1.1	1	-4	1	1	-5	1	2	-7	-2
CCC(=O)Nc1ccc(C(=O)c2ccccc2)cc1	0.8	1	-5	0.9	0.9	15	0.9	13	-10	-3
Cn1c(=O)c(-c2ccccc2N)nc2ccccc21	0.9	1	-1	0.9	1	12	0.9	11	-2	-2
COc1ccccc1NS(=O)(=O)c1cccc(C(=O)OCc2nc3ccccc3s2)c1	0.7	1	90*	0.8	0.8	25	0.9	16	-15	-2

Screens deposited in PubChem by several laboratories.

This is a random part of the collection; about 10% have a hit in one of these screens.
